Source: PubChem (The Scripps Research Institute Molecular Screening Center)
TEAD-YAP block: TEAD-YAP interaction inhibition. 640,000 tested, 1.4% active. HEK-TIYL cells, TEAD-Gal4/YAP UAS-luciferase luminescence. inhibition, % at 9.12 µM. AID 1259422; in the data active = inhibition above about 32%;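 note: 0% = median of test compound wells and 100% = reference inhibitor wells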
FBW7 activator: activators of human E3 ligase FBW7; AID 1259310; AlphaScreen FBW7–phospho-cyclin E peptide binding, activator screen; 650,000 tested, 0.13% active; Q969H0; normalized activity (activation), % at 26.1 µM; in the data active = normalized activity above about 1.9%;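 note: purified mutant Fbw7 with reduced substrate affinity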
MITF inh: human MITF inhibition, primary screen; 650,000 tested, 0.91% active; inhibition, % at 2.6 µM; AlphaScreen MITF homodimerization, bead proximity signal; in the data active = inhibition above about 50%;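 note: 0% = vehicle wells with protein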
Target sequence (O75030 whole entry, looked up): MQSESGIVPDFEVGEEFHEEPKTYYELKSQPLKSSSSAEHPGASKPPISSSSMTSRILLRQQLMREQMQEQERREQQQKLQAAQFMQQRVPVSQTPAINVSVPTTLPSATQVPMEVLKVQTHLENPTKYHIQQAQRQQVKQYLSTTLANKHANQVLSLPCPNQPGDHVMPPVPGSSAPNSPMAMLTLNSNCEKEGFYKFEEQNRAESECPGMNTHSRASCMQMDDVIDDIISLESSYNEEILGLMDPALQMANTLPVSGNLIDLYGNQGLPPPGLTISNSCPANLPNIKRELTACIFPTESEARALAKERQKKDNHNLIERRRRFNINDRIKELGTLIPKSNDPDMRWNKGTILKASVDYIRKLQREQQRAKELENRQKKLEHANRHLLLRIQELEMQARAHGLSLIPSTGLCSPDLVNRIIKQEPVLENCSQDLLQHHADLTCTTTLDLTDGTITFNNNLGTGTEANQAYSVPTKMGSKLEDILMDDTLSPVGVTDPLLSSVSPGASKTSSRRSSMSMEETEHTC
GPR151 activ: activators of human GPR151; 650,000 tested, 1% active; PathHunter beta-arrestin GPR151 cells, luminescence; activation, % at 11.2 µM; in the data active = activation above about 4.9%;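 note: 0% = median of compound wells and 100% = cells with positive control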
Target sequence (Q8TDV0 whole entry, looked up): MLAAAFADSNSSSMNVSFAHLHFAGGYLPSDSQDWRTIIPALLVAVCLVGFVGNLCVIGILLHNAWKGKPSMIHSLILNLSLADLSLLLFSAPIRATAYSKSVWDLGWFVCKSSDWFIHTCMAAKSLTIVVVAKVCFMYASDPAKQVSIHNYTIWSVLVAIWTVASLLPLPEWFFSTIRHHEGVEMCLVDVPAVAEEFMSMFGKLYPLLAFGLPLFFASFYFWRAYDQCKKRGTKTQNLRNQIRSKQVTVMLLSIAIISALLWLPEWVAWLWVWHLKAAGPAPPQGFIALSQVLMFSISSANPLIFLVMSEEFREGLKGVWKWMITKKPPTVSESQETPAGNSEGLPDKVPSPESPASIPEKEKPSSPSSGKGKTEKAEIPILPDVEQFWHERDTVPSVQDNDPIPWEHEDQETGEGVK
* marks the source's active call; other numbers are inactive results.

SMILES | TEAD-YAP block | FBW7 activator | MITF inh | GPR151 activ
CCOC(=O)C1(C(F)(F)F)N=C(N2CCCCC2)Oc2c1c(C)nn2-c1ccccc1 (stereo not given) | -4 | 0.0 | 11 | -1.0
O=C(Nc1ccc(-c2ccco2)cc1)C1CCCN(C(=O)CCc2cccs2)C1 (stereo not given) | -5 | 0.1 | 5 | 0.1
CCC(C)NC(=O)C1CCN(C(=O)c2ccc(Cl)cc2Cl)CC1 (stereo not given) | -9 | 0.1 | -4 | -0.5
CCCC1=NN2C(=N)/C(=C/c3ccc(-c4ccc(C(=O)OC)cc4)o3)C(=O)N=C2S1 | -1 | 0.7 | -7 | -2.0
CCOc1ccc2[nH]c(=O)c(CN(CC3CCCO3)S(=O)(=O)c3ccccc3)cc2c1 (stereo not given) | -4 | -0.2 | 1 | -0.6
Cc1c(C(N)=O)nnn1-c1cccc(Cl)c1 | 3 | -0.1 | 1 | -0.9
C=C(C)CN(CC)c1nc(CN2CCCN(C=O)CC2)nc2ccccc12 | 6 | 0.1 | 8 | 0.0
O=C1C2C(c3cccc(F)c3)OC3(C(=O)c4ccccc4C3=O)C2C(=O)N1c1ccccc1C(F)(F)F (stereo not given) | 5 | -0.1 | -3 | 0.0
CC(=O)C1=C(C)NC(SCC(=O)Nc2c(Br)cc([N+](=O)[O-])cc2Br)=C(C#N)C1c1ccco1 (stereo not given) | 5 | -0.1 | -14 | 1.5
Nc1ncc(Br)cc1S(=O)(=O)NCCC(=O)NCc1ccccc1 | 12 | 0.6 | 3 | -0.6
CC(C)(C)C1CCc2c(sc(NC(=O)c3ccccc3)c2C#N)C1 (stereo not given) | 2 | -0.1 | 4 | -0.1
COc1ccccc1OC1=NS(=O)(=O)c2ccccc21 | -3 | -0.1 | -14 | 0.3
O=C(Nc1nonc1-c1nc2ccccc2[nH]1)c1ccccc1Cl | 3 | -0.1 | 3 | -1.6
Clc1ccc(-c2nc3ccccc3nc2-c2ccccc2)cc1 | -7 | 0.6 | 19 | -0.3
O=C1CSc2cc(S(=O)(=O)NN3CCOCC3)ccc2N1 | -4 | 0.0 | 3 | -0.4
CCOC(=O)c1sc2cc([N+](=O)[O-])cc(SCC(C)C)c2c1NC(C)=O | 9 | 0.5 | 10 | -1.5
NC1=NC(=O)/C(=C\c2ccc(-c3ccccc3[N+](=O)[O-])o2)S1 | -18 | -0.2 | 0 | -0.9
O=C(/C=C/c1ccccc1)N/C(=C/c1ccccc1)C(=O)NCCO | 8 | -0.1 | 13 | 0.6
Cn1c(=O)c2c([nH]c(=O)n2Cc2ccc(Cl)cc2Cl)n(C)c1=O | 6 | 0.2 | 10 | -1.2
C/C(=N\N1CCN(C)CC1)c1ccccn1 | 6 | -0.2 | 20 | 1.5
CN1c2ncccc2C(=O)NC12CCN(C(=O)OC(C)(C)C)CC2 | -1 | 0.1 | -3 | -1.6
O=C(Oc1cccc(Oc2ccccc2)c1)N1CCOCC1 | -3 | -0.2 | -6 | -1.0
O=S(=O)(Nc1ccc(S(=O)(=O)N2CCOCC2)cc1)c1ccc2ccccc2c1 | -6 | 0.0 | 12 | -1.4
Cc1cc(C)cc(Oc2coc3cc(OCc4ccccc4)ccc3c2=O)c1 | -1 | 0.0 | 5 | -0.3
O=C(Nc1ccc(Cl)cc1C(F)(F)F)c1cc(S(=O)(=O)N2CCc3ccccc3C2)ccc1F | -4 | -0.1 | -1 | 3.7
CN(C)c1ccc([N+](=O)[O-])cc1/C=N/NC(=O)CCCO | 12 | -0.2 | -11 | 0.9
CCCS(=O)(=O)c1c(S(=O)(=O)CCC)c2cnccn2c1C(=O)c1ccc(Cl)cc1 | 1 | -0.1 | 7 | 0.3
Cc1ccc(N2C(=O)c3ccccc3NC2c2ccc(Br)cc2)cc1 (stereo not given) | -9 | 0.4 | 7 | 0.4
O=S(=O)(c1ccc(F)c(F)c1F)N1CCN(C(=S)NC2CC3CCC2C3)CC1 (stereo not given) | 3 | 0.1 | 5 | -0.9
CCOC(CNc1ccc(C(F)(F)F)cn1)(OCC)c1ccncc1 | 4 | -0.1 | -5 | 0.7
COc1ccc(S(=O)(=O)NC(CC(=O)NCCN2CCOCC2)c2ccco2)cc1 (stereo not given) | 4 | 0.0 | 3 | -1.5
Cc1ccc(C(C)C)c(OCC(=O)NNC(=S)NC2CCCCC2)c1 | -4 | 0.0 | 13 | 3.0
Cc1ccc(N(CC2CO2)S(=O)(=O)c2ccccc2[N+](=O)[O-])cc1 (stereo not given) | -3 | -0.5 | 2 | -1.0
Cc1ccccc1OCCCn1cc(C=C2C(=O)N(C)C(=O)N(C)C2=O)c2ccccc21 | 34* | -0.1 | -7 | -1.5
CCC(C)NCCOc1ccc(Br)cc1 (stereo not given) | 4 | -0.1 | 76* | -0.7
COc1ccc(C2Nc3ccccc3C(=O)N2c2ccc(F)cc2)cc1CSc1ccccn1 (stereo not given) | -39 | 0.3 | -8 | 2.1
COc1ccc(NCC(O)Cn2c3ccc(Br)cc3c3cc(Br)ccc32)cc1 (stereo not given) | -2 | 0.4 | 15 | -0.3
COc1cccc(-c2cc(C(=O)Nc3cc(Cl)ccc3O)no2)c1 | -38 | 0.0 | 2 | 0.0
CC(C)N(CCNC(=O)c1cnc(Nc2ccncn2)s1)C(C)C | -6 | 0.1 | 3 | 0.5
CN(c1ccccc1C(=O)Nc1ccc(C(F)(F)F)cc1)S(C)(=O)=O | -8 | 0.0 | -5 | 1.5

Only FBW7 activator, for some of the entries so far:
SMILES,FBW7 activator
CCOc1ccc2[nH]c(=O)c(CN(CC3CCCO3)S(=O)(=O)c3ccccc3)cc2c1 (stereo not given),-0.2
Cc1c(C(N)=O)nnn1-c1cccc(Cl)c1,-0.1

Following part.
SMILES | TEAD-YAP block | FBW7 activator | MITF inh | GPR151 activ
c1coc(CNc2ccc3ncc(-c4ccc5[nH]ccc5c4)n3n2)c1 | 0 | 0.1 | 18 | 1.4
c1ccc(N2CCN(c3nc4ncnc(NC5CC5)c4[nH]3)CC2)nc1 | -1 | -0.1 | 7 | 0.1
CCOC(=O)c1ccc(-c2ccc(/C=C(/C#N)C(=O)NCCO)o2)cc1 | -18 | -0.1 | 1 | -0.8
Cc1ccc(CC2(CCC(=O)NC(C)CCCC(C)(C)O)CCC(=O)N2)cc1 (stereo not given) | 9 | 0.4 | -3 | -0.4
Cc1nc(NC(=O)c2ccccc2[N+](=O)[O-])ccc1Br | -10 | 0.1 | -1 | 2.1
C[C@@H]1NC(=O)[C@@H]2C[C@H](NCc3nc(-c4ccc(F)cc4)cs3)CN2C1=O | -13 | -0.1 | 1 | 0.1
O=C(NCCCc1ccccc1)c1cc2cc([N+](=O)[O-])ccc2oc1=O | -1 | -0.1 | 20 | -1.3
COc1cc(/C=N/N=C(\N)c2nonc2N)cc(OC)c1OC | -44 | 0.0 | -7 | -0.1
COc1cc(OC)c(NC(=O)CNC(=O)Cn2cnc3sc(C)c(C)c3c2=O)cc1Cl | 1 | 0.6 | -11 | 0.9
CCOC(=O)CCN(Cc1ccccc1)S(=O)(=O)c1cccc([N+](=O)[O-])c1 | -16 | -0.1 | -11 | 1.0
COc1cc(N(C)C)c([N+](=O)[O-])cc1C(=O)NC(C)C12CC3CC(CC(C3)C1)C2 (stereo not given) | 1 | 0.5 | 7 | 0.1
CCN(C(=O)C(C)OC(=O)c1cc(=O)c2ccccc2o1)c1ccccc1 (stereo not given) | 0 | 0.2 | 15 | -0.6
O=S(=O)(c1ccc(F)c(F)c1F)N1CCN(Cc2c(O)ccc3ccccc23)CC1 | 10 | -0.1 | -3 | -1.5
O=C(/C=C/c1ccc2c(c1)OCO2)CC1(O)C(=O)N(Cc2ccccc2)c2ccccc21 (stereo not given) | 16 | 0.2 | 68* | 0.0
COc1ccc(/C=C2\Oc3c(ccc(O)c3CN3CCOCC3)C2=O)cc1 | 0 | 0.1 | 9 | 0.4
COC(=O)c1ccc2c(=O)n(Cc3cccc(Br)c3)c(=S)[nH]c2c1 | 5 | -0.1 | 4 | 1.3
C=CS(=O)(=O)CC(CC)CCCC (stereo not given) | 13 | 0.1 | 11 | 0.8
Cc1ccc(C(=O)N2CC(C)OC(C)C2)c(Cl)c1 (stereo not given) | -2 | 0.0 | -7 | -1.7
O=C(CC1C(=O)NCCN1Cc1ccoc1)NCCc1ccc(C(F)(F)F)cc1 (stereo not given) | 4 | -0.1 | -13 | -2.1
O=[N+]([O-])c1cccc(NS(=O)(=O)c2ccc(F)c(F)c2)c1 | 4 | 0.7 | 3 | -1.2
CCOc1cc(S(=O)(=O)N2CCCC2)ccc1F | -4 | 0.6 | 4 | 0.7
Cn1ncc2c(NNC(=O)CSc3nc4ccccc4s3)ncnc21 | -64 | -0.3 | 3 | -0.5
O=S(=O)(NCCCNS(=O)(=O)c1ccc(Cl)cc1)c1ccc(Cl)cc1 | -3 | 0.1 | 8 | 1.0
O=c1[nH]nc(SCc2ccc(Cl)cc2)c(=O)[nH]1 | -8 | 0.0 | 4 | 0.0
CC(=O)/C=C/c1ccc(-c2ccc([N+](=O)[O-])cc2)o1 | -5 | -0.2 | 7 | -1.3
Cn1c(=NC(=O)c2cc(=O)c3ccccc3o2)sc2ccccc21 | -1 | 0.2 | -10 | 1.9
COC(=O)C1=C(C)NC2=C(C(=O)CC(c3ccc(OC)c(OC)c3)C2)C1c1cccc(Cl)c1 (stereo not given) | 20 | 0.6 | 11 | -1.3
O=C1C2C(C(=O)N1c1ccc(Cl)cc1)C1C=CC2C12CC2 (stereo not given) | 2 | 0.2 | 2 | -0.9
COc1cc(/C=C(/NC(=O)c2ccccc2)C(=O)NN)cc(OC)c1OC | 4 | 0.0 | 9 | -0.3
CC1=C(C(=O)OCCc2ccccc2)C(c2ccccn2)C2=C(CCCC2=O)N1 (stereo not given) | 5 | -0.1 | -4 | 0.6
O=C(NCc1nc(NCc2ccc(F)cc2)c2ccc(Cl)cc2n1)c1ccoc1 | -8 | -0.1 | -11 | -1.5
CCc1ccc(NC(=O)c2nn3c(c2Cl)NC(c2cccs2)CC3C(F)(F)F)cc1 (stereo not given) | -1 | 0.0 | 22 | -0.4
Cc1cccc(N2CC(O)=C(c3nc4ccccc4c(=O)[nH]3)C2=N)c1C | 47* | -0.1 | -2 | 1.4
Cc1cc(C(F)F)n2ncc(C(=O)N3CCC(c4[nH]ncc4-c4ccncc4)CC3)c2n1 | -1 | -0.1 | 3 | -0.3
CC1=C(C(=O)OC(C)C)C(c2ccc(N(C)C)cc2)NC(=O)N1 (stereo not given) | -7 | -0.1 | -3 | -1.0
CCOC(=O)c1cnc2cc(Cl)c(OC)cc2c1Nc1ccc(F)cc1F | 3 | 0.1 | -3 | 0.5
COc1ccc2sc(Nc3nnc(-c4ccccc4OC)o3)nc2c1 | -4 | -0.3 | -9 | 0.5
COCCN1C(=O)c2oc3ccc(F)cc3c(=O)c2C1c1cccc(Oc2ccccc2)c1 (stereo not given) | -2 | 0.0 | 11 | 0.0
Cc1ccc(S(=O)(=O)N2CCSC2c2ccc3c4c(cccc24)CC3)cc1[N+](=O)[O-] (stereo not given) | 1 | 0.4 | -2 | -1.7
Cc1csc(NC(=O)C2CCN(S(=O)(=O)c3ccc4c(c3)CCC(=O)N4)CC2)n1 | 2 | 0.0 | -8 | 0.8
COc1ccc(-c2nn(-c3ccccc3)cc2/C=C(\C#N)C(=O)O)cc1 | -7 | 0.0 | 10 | -2.5
O=C(CCC(=O)N(c1ccccc1)c1ccccc1)OCC1CCCCC1 | -1 | -0.1 | 2 | 0.9
O=C(c1cc2ccccc2oc1=O)N(Cc1cccc(Cl)c1)C1CCS(=O)(=O)C1 (stereo not given) | -3 | 0.1 | -3 | 1.0
O=C(NCCC12CC3CC(CC(C3)C1)C2)c1cc([N+](=O)[O-])ccc1Cl | 46* | -0.1 | 8 | -0.7
CNC(=S)N(Cc1cc2cc(C)ccc2n2nnnc12)C1CCCC1 | -1 | -0.2 | 4 | 0.0
O=C1CSC(c2cc3c(cc2Br)OCO3)N1c1ccccc1 (stereo not given) | 2 | 0.0 | 29 | -0.5
O=C(Cc1c[nH]c2ccccc12)N1CCC[C@@H]2CN(Cc3ccsc3)CC[C@H]21 | 2 | -0.1 | -18 | -0.3
Cc1cnc(C)c(-c2ccc(F)c3c2OC(CNC(=O)c2ccc(OC(C)C)cc2)C3)n1 (stereo not given) | 6 | -0.1 | 1 | 0.2
CCc1ccc(N2CC(C(=O)Nc3ccc(-c4nnc5n4CCCCC5)cc3)CC2=O)cc1 (stereo not given) | 9 | 0.3 | 11 | -0.9
COc1ccccc1CN(C)c1nncc(-c2ccc(Cl)cc2)n1 | -9 | -0.1 | -9 | 0.4
COc1ccccc1N1CCN(C(C)c2nnnn2C2CCCC2)CC1 (stereo not given) | -2 | -0.2 | -2 | 0.4
COCCNC(=O)c1cccc(OC2CCN(Cc3nc(C(C)C)cs3)CC2)c1 | 5 | -0.1 | 10 | -0.5
Cc1ccc(NC(=O)Cn2cnc3sc(C(=O)NC4CCCCCC4)c(C)c3c2=O)cc1Cl | -5 | 0.0 | -15 | -0.6
CCCCc1c(C)c2ccc(O)c(C)c2oc1=O | -23 | 0.0 | -2 | 0.1
COc1cccc(C2=CC(c3ccccc3C)n3ncnc3N2)c1 (stereo not given) | 4 | -0.2 | 0 | -0.2
COc1ccc(C(c2ccc(N(C)C)cc2)c2ccc(N(C)C)cc2)cc1 | 8 | -0.4 | 36 | 1.1
C#CCOC(=O)NC(CC)(C(F)(F)F)C(F)(F)F | -6 | 0.0 | 9 | 1.4

Taken from above.
CNC(=S)N(Cc1cc2cc(C)ccc2n2nnnc12)C1CCCC1 | FBW7 activator = -0.2
Cc1ccc(NC(=O)Cn2cnc3sc(C(=O)NC4CCCCCC4)c(C)c3c2=O)cc1Cl | TEAD-YAP block = -5
O=C(Cc1c[nH]c2ccccc12)N1CCC[C@@H]2CN(Cc3ccsc3)CC[C@H]21 | TEAD-YAP block = 2
C#CCOC(=O)NC(CC)(C(F)(F)F)C(F)(F)F | GPR151 activ = 1.4
COc1ccccc1CN(C)c1nncc(-c2ccc(Cl)cc2)n1 | MITF inh = -9
